# Source: PubChem (several laboratories)
# HDAC3 inh = HDAC3 deacetylase inhibitors, primary screen, biochemical, fluorescence, cell-free homogeneous; Histone deacetylase 3 (Homo sapiens), O15379; recombinant HDAC3, fluorogenic peptide/trypsin coupled; inhibition, % at 8.3 µM; 0.15% of 320,000 active; AID 2718, 2010; in the data active means inhibition above about 26%, passing the limit was not always enough; inconclusive means no clear call, values can overlap the other calls
# Target sequence (O15379 whole entry, looked up): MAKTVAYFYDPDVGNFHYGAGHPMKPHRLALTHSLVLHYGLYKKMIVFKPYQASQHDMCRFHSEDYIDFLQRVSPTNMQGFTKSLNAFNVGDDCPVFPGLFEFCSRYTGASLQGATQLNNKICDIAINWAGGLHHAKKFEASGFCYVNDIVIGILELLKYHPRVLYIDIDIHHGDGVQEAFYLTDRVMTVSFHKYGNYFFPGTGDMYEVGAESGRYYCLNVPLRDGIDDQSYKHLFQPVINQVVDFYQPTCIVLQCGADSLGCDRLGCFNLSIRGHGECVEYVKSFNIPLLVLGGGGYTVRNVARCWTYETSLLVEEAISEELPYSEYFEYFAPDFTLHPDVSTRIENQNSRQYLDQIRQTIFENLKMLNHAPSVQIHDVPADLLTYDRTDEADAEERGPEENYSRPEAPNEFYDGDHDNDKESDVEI
# GSK3 alpha inh = blockers of GSK3A enzyme activity – biochemical, luminescence, cell-free homogeneous, HTS, primary screen; 0.1% of 320,000 active; inhibition, % at 10 µM; Glycogen synthase kinase-3 alpha (Homo sapiens), P49840; GSK-3 alpha kinase, ADP-Glo luminescence, 60 min;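 in the data active means inhibition above about 50%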;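 further: GST-tagged GSK-3 alpha with peptide substrate and 25 µM ATP; 0% = DMSO neutral wells and 100% = GW8510 positive control wells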
# Platelet DG rel = inhibitors of platelet dense granule secretion, primary screen, cell-based, MLPCN, human platelets | human platelet-rich plasma, SFLLRN dense granule ATP release, luminescence | inhibition, %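 (compounds screened at 7.5 µM in platelet-rich plasma)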 | 0.22% of 300,000 active;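 active means mean replicate score, as percent of positive control, at or above 50; inconclusive means mean below 50 but at least one replicate at or above 50; inactive means mean and every replicate below 50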
# HSP90 refold inh = HSP90 inhibitors, primary screen, cell lysate, luminescence; 0.91% of 290,000 active; Heat shock protein HSP 90 (rabbit reticulocyte lysate; luciferase refolding); inhibition, % at 5.6 µM; Rabbit reticulocyte lysate, luciferase refolding luminescence, 3 h; AID 1789, 2009;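 active means inhibition above the screen-wide mean plus 3 SD, computed separately per campaign, cut at about 16% in these data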;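 further: 0% = DMSO wells and 100% = 60 µM geldanamycin wells; inhibitors lower the luminescence because luciferase stays unfolded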
# PolyA inh = polyadenylation inhibitors in yeast reporter cells, primary screen, luminescence, S. cerevisiae | S. cerevisiae SKY197-pL101 polyadenylation reporter, beta-gal luminescence; efflux-impaired pdr1/pdr3 knockout yeast; score 100 = 6 SD above DMSO | calls only at 12 µM | 0.02% of 300,000 active;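 active means lowest replicate activity score at least 50, where 100 means six control SD above control mean; inconclusive means lowest score under 50 but half or more replicates reach 50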;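 further: yeast exposed to compound for 9 h at 30 °C; higher score means more reporter readthrough which indicates perturbed polyadenylation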
# HSF1 inhib = HSF1 inhibitors in luciferase reporter cells, primary screen, cell-based, NIH3T3, luminescence; NIH3T3-HGL HSE-luciferase, MG132-induced, luminescence 8 h; hits give low values; activity change, negative = inhibition, % at 7.5 µM (by protocol); 0.77% of 300,000 active; AID 2098, 2009;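 active means more than half of replicate wells show activity change below -50%, luminescence cut by over half; inconclusive means some wells, but at most half, below -50%; inactive means no replicate well below -50%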;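 further: luciferase reports HSF-1 transcriptional activity via heat shock element; 0% = median of DMSO wells and -100% = zero luminescence signal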
# AI-2 QS modul = Vibrio harveyi AI-2 quorum sensing modulators, primary screen, JMH597 strain, luminescence/OD600 ratio; Vibrio harveyi JMH597 AI-2 luminescence/OD600 ratio, 9 h; hits give low values; strain lacks LuxN and CqsS sensors; 0 = neutral-control median; activity change, % at 7.5 µM; 0.4% of 300,000 active; AID 2094, 2009; in the data active means activity change below about -75%, passing the limit was not always enough; inconclusive means no clear call, values can overlap the other calls;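 further: luminescence divided by OD600 gain over 9 h not by final OD600 alone; inactives centre near 13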
# HSF-1 act = HSF-1 activators, primary screen, NIH3T3-HGL cells, MG132 stress, luminescence, single point. NIH3T3-HGL HSF-1 luciferase reporter, 8 h; 100% = twice DMSO control signal. activation, % at 9 µM. 1.7% of 300,000 active;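 active means mean replicate activation of at least 50% with a set share of replicates each reaching 50%; inconclusive means only one of those two conditions met; inactive means mean below 50% and too few replicates reaching it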;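 further: 0% = median of the neutral control wells and 100% = twice that signal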
# Dyrk1A ADPGlo = rat Dyrk1A kinase inhibitors, primary screen, biochemical, single point, plate reader | inhibition, % at 12.5 µM | 0.43% of 310,000 active | Dual specificity tyrosine-phosphorylation-regulated kinase 1A (Rattus norvegicus), Q63470 | AID 504441, 2011 | ADP-Glo luminescence, NFATc1 peptide; in the data active means inhibition above about 50%;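 further: plate controls were vehicle with enzyme for no effect and no enzyme for full effect; many of its hits are not listed in these tables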
# GSK3beta inhib = human GSK3beta kinase inhibitors, primary screen, biochemical, cell-free homogeneous, HTS | AID 2097, 2009 | 0.038% of 300,000 active | activity score (negative = inhibition), % at 10 µM | Glycogen synthase kinase-3 beta (Homo sapiens), P49841 | GST-GSK3beta kinase, ADP-Glo luminescence, 60 min; hits give low values;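 active means more than half of replicate wells score below -50%, meaning over 50% inhibition versus plate controls; inconclusive means some replicates but at most half score below -50%; inactive means no replicate scores below -50%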;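 further: 0% = median DMSO wells and -100% = median GW8510 positive control wells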
# Target sequence (P49841 whole entry, looked up): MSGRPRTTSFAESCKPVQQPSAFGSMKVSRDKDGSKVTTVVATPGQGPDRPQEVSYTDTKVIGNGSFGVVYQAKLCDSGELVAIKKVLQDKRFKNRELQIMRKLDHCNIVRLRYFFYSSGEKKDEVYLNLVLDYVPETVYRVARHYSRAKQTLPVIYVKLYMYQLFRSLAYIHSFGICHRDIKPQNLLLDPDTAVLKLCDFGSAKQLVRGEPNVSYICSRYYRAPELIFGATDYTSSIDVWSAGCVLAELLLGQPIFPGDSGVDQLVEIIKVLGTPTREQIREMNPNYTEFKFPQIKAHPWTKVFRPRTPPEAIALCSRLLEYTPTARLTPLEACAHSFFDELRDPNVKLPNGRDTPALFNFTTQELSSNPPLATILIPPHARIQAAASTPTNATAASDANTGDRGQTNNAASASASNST
#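 Assay system: GST-tagged human GSK3beta kinase, cell-free; Input: 1.6 ng GSK3beta; Medium: Tris/MgCl2 kinase buffer; Timing: 60 min enzyme reaction, room temperature; Signal: ADP-Glo luminescence quantifying ADP generated by kinase; Evaluation: score relative to plate controls; Benchmarks: DMSO neutral wells and GW8510 at 20 µM as positive.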
# * marks the source's active call; other numbers are inactive results; i = inactive; ? = inconclusive; nt = not tested or not shown. This is a subset; count on the stated rates, not on these rows.
SMILES,HDAC3 inh,GSK3 alpha inh,Platelet DG rel,HSP90 refold inh,PolyA inh,HSF1 inhib,AI-2 QS modul,HSF-1 act,Dyrk1A ADPGlo,GSK3beta inhib
COc1cc(C(=O)Nc2c(C)cc(C)cc2C)c([N+](=O)[O-])cc1OC,3.9,-0.1,3.0,2.4,i,-6.4,13.5,-4.5,-1.8,3.1
O=C(Cc1ccc(NC2=NC3CS(=O)(=O)CC3S2)cc1)NCc1ccccc1 (stereo not drawn),-7.5,-2.2,-4.0,-3.1,i,-2.9,25.6,-7.3,3.2,1.0
O=C(NCCCN1CCN(c2ccccc2F)CC1)Nc1ccc(F)cc1,1.4,2.0,7.6,1.0,i,-2.9,5.4,-13.3,-1.1,0.1
Cc1ccc(-c2csc(NC(=S)NC(=O)c3ccco3)n2)cc1,1.6,-0.7,3.8,-1.8,i,13.6,34.6,40.5,-0.6,3.4
COc1n[nH]c(C(=O)Nc2nc3ccccc3s2)c1[N+](=O)[O-],3.2,nt,4.5,-3.7,i,-64.6*,62.3,-69.2,11.6,1.8
CCC(=O)Nc1ccc(NC(=O)c2cc3ccccc3o2)cc1,0.3,-1.7,nt,2.5,nt,nt,28.0,nt,1.3,1.9
O=C(NCc1ccccc1)C1c2ccccc2Oc2ccccc21,1.1,-0.2,-1.0,0.6,i,15.1,10.5,21.0,0.3,0.1
CSCC(O)Cn1ncc2ccccc2c1=O (stereo not drawn),-2.5,1.5,-13.4,-1.1,i,-4.0,10.9,3.9,-1.1,-3.7
O=C(CS(=O)(=O)c1cn(CC(=O)N2CCOCC2)c2ccccc12)NCc1ccc(F)cc1,-14.8,-1.5,-8.1,3.0,i,7.2,14.3,38.0,-2.7,3.8
Cc1[nH]c2c(ccc3cccnc32)c1C,-3.2,0.1,-4.4,2.8,i,8.9,9.2,40.0,nt,0.1
CC(C)(C)NC(=O)CN(C(=O)CNS(=O)(=O)c1ccc(Cl)cc1)c1ccc2c(c1)OCCO2,2.6,-1.7,-1.9,-1.8,i,-2.6,2.0,9.8,0.5,-1.1
CCc1c(C)nc2cc(-c3ccc(OC)cc3)[nH]n2c1=O,6.3,1.3,-0.6,-2.2,i,5.4,8.2,23.2,-1.1,0.5
CCCCNC(=O)CCCn1c(=O)c2ccccc2n(CC(=O)NCCC2=CCCCC2)c1=O,nt,nt,-0.7,-0.9,i,-6.3,26.8,1.3,-4.2,-1.9
CCc1nn(CC(=O)NCCCN(Cc2ccccc2)C(C)C)c(=O)c2cc3sccc3n12,3.2,-0.2,nt,1.6,nt,nt,nt,nt,6.1,nt
CC(C)c1[nH]nc2c1C(C(C)C)C(C#N)=C(N)O2 (stereo not drawn),0.5,-0.3,-9.1,2.8,i,22.0,4.1,43.9,6.7,-6.0
COCCN(C(=O)COC(=O)CCCOc1ccccc1)c1c(N)n(Cc2ccccc2)c(=O)[nH]c1=O,-1.0,-0.3,2.1,nt,i,-0.9,32.7,5.3,-1.0,1.1
CCOc1ccc(-n2c(O)c(/C=N/NC(=O)C3COc4ccccc4O3)c3ccccc3c2=O)cc1 (stereo not drawn),nt,nt,4.7,-0.2,i,0.9,7.4,5.1,nt,1.5
O=C1C2C3C=CC(C3)C2C(=O)N1c1nccs1 (stereo not drawn),2.8,1.1,0.7,-3.2,i,1.7,17.8,11.2,0.8,0.2
COc1ccc(-c2cc(C(=O)O)c(C)o2)cc1OC,-5.5,9.1,7.0,76.4*,i,-60.7*,32.9,-65.5,3.6,5.0
Cc1nn(-c2ccccc2)c(Cl)c1/C=C/C(=O)c1ccccc1,0.9,-1.2,-3.7,4.5,i,7.9,6.8,-2.7,-1.6,4.8
CCN(C(=O)CSc1ncccc1C(=O)Oc1cccc([N+](=O)[O-])c1)c1cccc(C)c1,?,-1.3,2.5,-5.8,i,29.0,13.1,60.2*,-2.1,-6.4
CN(Cc1nc(-c2cnccn2)no1)CC(O)c1ccccc1 (stereo not drawn),1.4,-3.4,-8.6,0.4,i,-6.5,31.0,5.8,5.5,2.3
O=S(=O)(Nc1ccc(S(=O)(=O)Nc2cccc3ccccc23)cc1)c1ccccc1,0.5,-2.4,0.0,-1.5,i,2.6,24.2,5.1,-3.4,3.9
Clc1ccc2c(NCc3cccs3)ncnc2c1,10.6,-1.3,-5.8,1.5,i,-3.9,3.7,-0.2,2.6,2.1
Nc1cc(=O)nc(SCC(=O)N(C2CCCCC2)C2CCCCC2)n1-c1ccccc1,-1.3,0.3,-0.3,1.7,i,3.0,22.2,-2.3,5.0,2.0
COc1cc(C(=O)NCCC(=O)NC(C)CCc2ccccc2)cc(OC)c1OC (stereo not drawn),-1.8,-5.1,12.0,-2.1,i,-2.2,6.4,-5.1,-4.1,7.5
CC(C)S(=O)(=O)c1nsc2nc(=O)c(/C=C3\C=Nc4ccccc43)c(N)n12,7.4,nt,-1.3,-4.1,i,-14.6,10.1,2.4,3.3,6.2
CSC(=NCc1ccc(F)cc1)NS(=O)(=O)c1cccs1,0.3,0.9,-1.6,-0.7,i,0.3,4.8,9.0,10.1,5.9
COc1ccc2[nH]c(C(=O)O)c(CCN3C(=O)c4cccc([N+](=O)[O-])c4C3=O)c2c1,-1.7,-0.7,11.4,-1.5,i,1.7,20.3,-1.6,5.2,0.6
CCOc1cc(C)c(Cl)cc1S(=O)(=O)NCCOC,5.1,-0.8,-6.5,-4.7,i,1.8,20.5,-8.4,2.5,3.1
COc1ccccc1N1CC=C(c2cccc([N+](=O)[O-])c2)NC1=O,1.8,-1.4,7.8,5.1,i,1.0,20.0,13.6,-8.0,-0.8
O=C(CNC(=O)c1ccc(Br)o1)NC1CCCCCC1,6.6,-3.4,-61.7,nt,nt,6.7,22.6,30.6,-3.8,2.5
O=C(CSc1nnc(CNC(=O)c2ccccc2F)o1)NC1CCCCC1,?,-0.4,4.9,-6.3,i,-3.7,25.8,-13.0,0.2,nt
COc1cc2c(cc1OC)C(COc1ccc([N+](=O)[O-])cc1)N(C(C)=O)CC2 (stereo not drawn),8.6,-1.3,13.2,-7.4,i,-6.8,24.7,-28.1,-0.8,1.8
O=C(Cc1ccc(S(=O)(=O)N2CCOCC2)s1)NCCOc1ccccc1F,-6.4,-1.7,-5.1,nt,i,-2.1,22.4,3.3,-2.7,0.9
CC1(C)CC2(CCO1)OC(=O)CC2C(=O)Nc1ccccc1Cl (stereo not drawn),3.4,nt,-5.4,1.3,i,0.0,-1.9,23.5,5.1,-2.5
N#Cc1ccc(S(=O)(=O)N2CCCN(c3nc4ccc(Cl)cc4s3)CC2)cc1,-5.2,-2.1,7.7,3.8,i,3.2,25.2,-3.0,1.2,-1.8
Cc1c(NC(=O)Nc2ccccc2)c(=O)n(-c2ccccc2)n1C,-1.8,-0.8,-4.9,1.8,i,-6.2,10.2,4.1,2.9,6.3
CCOC(=O)c1cc(C#N)c(N2CCCNCC2)nc1C(F)(F)F,-4.9,-1.5,-0.8,0.6,i,1.5,27.4,-7.4,-0.6,1.4
Cc1ccc(S(=O)(=O)N2Cc3ccccc3CC2C(=O)NC(C)(C)C)cc1 (stereo not drawn),-0.5,0.0,nt,-2.3,i,4.0,-8.5,10.5,8.4,0.8
COc1cc(-c2nc(S(=O)(=O)c3ccccc3)c(N3CCOCC3)o2)cc(OC)c1OC,13.4,-2.2,-3.9,0.6,i,1.1,16.8,0.4,-2.1,1.5
CC(CN1CCN(C/C=C/c2ccccc2)CC1)c1ccccc1 (stereo not drawn),-1.3,-2.0,-0.9,-2.5,i,0.7,8.4,8.3,-7.1,3.2
O=C1CCN(Cc2ccccc2)N1,-5.4,2.2,-6.9,3.9,i,15.7,18.0,?,-3.5,-2.0
Nc1ccc(C(=O)Nc2cccc(N)c2)cc1,2.0,-4.8,13.1,-4.2,nt,-1.7,8.6,-0.1,6.0,-3.7
CC(OC(=O)c1cc(S(=O)(=O)N2CCOCC2)ccc1F)C(=O)NCc1ccc2c(c1)OCO2 (stereo not drawn),-4.9,-3.1,6.0,nt,i,-1.9,44.3,1.3,-3.0,-2.2
COCCCN1C2=C(C(=O)CC(C)(C)C2)C(c2ccc(OC)c(OC)c2)C2=C1CC(C)(C)CC2=O,0.5,0.7,1.4,-2.1,i,-5.8,-0.8,-15.3,5.6,-0.4
O=C(COc1ccc(Cl)cc1Cl)N/N=C1\CCCc2ccccc21,-3.3,-0.7,3.0,-1.6,i,8.0,33.9,8.2,-2.1,2.4
COCCNC(=O)CN1C(=O)NC2(CCCCCC2)C1=O,-2.4,-0.4,-13.8,1.5,i,-22.4,21.7,-37.2,-1.1,0.8
COc1ccc(N2CC(C(=O)N3CCN(c4ccccc4F)CC3)CC2=O)cc1 (stereo not drawn),-0.2,-0.6,-4.6,-3.5,i,0.8,11.9,6.6,2.3,2.7
O=C(c1ccc(N2CCCCC2)c([N+](=O)[O-])c1)N1CCN(c2ccccn2)CC1,1.9,0.1,-3.5,2.1,i,-5.3,10.7,2.5,5.8,5.3
Clc1cccc(-c2csc(Nc3cccnc3)n2)c1,3.8,-0.1,-16.6,0.8,i,-0.7,139.2,15.7,-4.3,-0.3
COCCNC(=O)Cc1c(C)c2cc3c(cc2oc1=O)OC(C)(C)CC3,-88.2,1.6,8.7,-0.2,i,3.4,20.6,-2.0,-8.8,-1.8
Cc1cc(NC(=O)CCC(=O)N(Cc2cccs2)C(C(=O)NC2CCCC2)c2ccccc2)no1 (stereo not drawn),-2.5,-1.2,8.1,1.9,i,-1.0,15.9,-8.2,-1.5,2.1
